Assay outcomes deposited in PubChem BioAssay by National Center for Advancing Translational Sciences (NCATS).
TDP1 inh: inhibitors of human tyrosyl-DNA phosphodiesterase TDP1; recombinant TDP1, AlphaScreen DNA substrate cleavage; Q9NUW8; Potency, µM (series often up to 130 µM), inactives show at the highest dose activity change, negative = inhibition, most hits filed as inhibitors; actives 0.28% (n = 350,000); note: nearly all actives have a fitted effect of over 40% in size
Target sequence (Q9NUW8 whole entry, looked up): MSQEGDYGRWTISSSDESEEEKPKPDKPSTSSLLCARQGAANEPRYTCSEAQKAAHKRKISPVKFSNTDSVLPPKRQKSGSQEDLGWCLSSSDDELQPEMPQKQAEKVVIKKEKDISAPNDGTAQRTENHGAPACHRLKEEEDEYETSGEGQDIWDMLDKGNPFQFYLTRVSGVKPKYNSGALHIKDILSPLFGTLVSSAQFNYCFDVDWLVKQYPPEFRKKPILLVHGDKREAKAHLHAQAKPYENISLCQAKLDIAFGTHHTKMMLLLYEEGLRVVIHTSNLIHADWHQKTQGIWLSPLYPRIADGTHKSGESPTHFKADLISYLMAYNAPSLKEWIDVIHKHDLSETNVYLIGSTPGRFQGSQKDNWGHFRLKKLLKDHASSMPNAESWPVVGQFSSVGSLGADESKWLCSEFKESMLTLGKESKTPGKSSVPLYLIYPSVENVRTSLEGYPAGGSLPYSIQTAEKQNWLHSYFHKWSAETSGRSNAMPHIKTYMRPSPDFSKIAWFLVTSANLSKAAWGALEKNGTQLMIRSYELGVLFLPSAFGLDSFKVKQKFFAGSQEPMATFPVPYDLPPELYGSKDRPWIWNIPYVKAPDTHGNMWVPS
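Recombinant human Tdp1 (E. coli-expressed, 1 nM final) preincubated with compounds 15 min at room temperature, then 5'-biotin/3'-phosphotyrosine-FITC DNA substrate (15 nM final) added for 5 min. AlphaScreen beads (10 ug/ml final) added 10 min; cleavage lowers signal.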
FEN1 inh: inhibitors of human flap endonuclease 1; actives 0.35% (n = 390,000); AID 588795; Potency, µM (series often up to 114 µM), without a hit: top-dose activity change, negative = inhibition, hits mostly inhibitors; P39748; Recombinant FEN1 flap cleavage, fluorescence, 15 min; note: nearly all actives have a fitted effect of over 65% in size
Target sequence (P39748 whole entry, looked up): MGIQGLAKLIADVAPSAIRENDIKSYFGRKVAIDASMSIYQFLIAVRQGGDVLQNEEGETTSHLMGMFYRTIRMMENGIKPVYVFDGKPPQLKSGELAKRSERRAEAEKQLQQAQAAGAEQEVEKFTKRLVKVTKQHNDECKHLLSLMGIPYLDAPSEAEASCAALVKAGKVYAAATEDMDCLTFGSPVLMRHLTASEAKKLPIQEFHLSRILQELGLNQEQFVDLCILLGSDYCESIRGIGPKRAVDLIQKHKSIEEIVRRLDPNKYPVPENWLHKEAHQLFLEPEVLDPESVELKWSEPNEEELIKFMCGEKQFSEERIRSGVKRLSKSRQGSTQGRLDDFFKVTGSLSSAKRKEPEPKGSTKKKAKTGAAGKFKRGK
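FEN1 at 10 nM, compound pretreatment for 15 min (room temperature), 50 nM final substrate to initiate; endpoint reads at 0 and 15 min; DMSO-only plates used as vehicle background.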
N370S GC: inhibits or activates N370S mutant glucocerebrosidase; P04062; N370S GC spleen homogenate, 4MU-glucoside fluorescence; Potency, µM (highest dose often 59.4 µM), for inactives: at the top dose activity change, negative = inhibition, usual class: inhibitors; actives 0.092% (n = 330,000); AID 2101;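 note: 0% = full enzyme activity and -100% = no enzyme basal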
* marks the source's active call; other numbers are inactive results; ? = inconclusive; / = not tested or not shown; & = joins results of further samples; [ ] = dose if it differs, or a comment. Calls come from the whole dose curve; as a rule, active = well fitted curve in the direction sought with a large enough effect; inconclusive = small, poorly fitted or top-dose-only effect, or another doubt; inactive = no such curve, though single readings can be large; an effect the other way counts as inactive or inconclusive. Unless noted, % is set by controls: 0 for no effect and ±100 for the full control effect; potency is the fitted concentration of half-maximal effect.

entry	structure	TDP1 inh	FEN1 inh	N370S GC
1	O=C(CN1CCC(O)(c2ccc3c(c2)OCO3)CC1)NC1CCCCC1	4%	-1%	-2%
2	CC(=O)c1ccc(N2C(=NC(=O)C3CCCO3)SC3CS(=O)(=O)CC32)cc1 (stereo not given)	4%	15%	3%
3	CCN(CC)C(=O)N1CCN(c2c([N+](=O)[O-])c(=O)oc3ccccc23)CC1	0%	-4%	/
4	Cn1nnnc1SCC(=O)NNC(=O)c1ccc(Cl)cc1	-3%	3%	1%
5	CCOc1ccc(S(=O)(=O)n2nc(C)c(S(=O)(=O)N3CCCCCC3)c2C)cc1	-1%	12%	/
6	O=C(c1ccco1)N1CCN(C(=O)c2cccc3c2C(=O)N(C2CCCCC2)C3)CC1	-1%	-5%	2%
7	CCOc1ccc(NC(=O)C2CCN(S(=O)(=O)c3c(C)noc3C)CC2)cc1	0%	24%	-3%
8	COc1ccc2c(C(=O)NCc3ccc4c(c3)OCO4)c(-c3ccc(S(C)(=O)=O)cc3)sc2c1	1%	13%	/
9	c1ccc(Oc2nc(-c3ccccn3)nc3ccccc23)cc1	10%	1%	3%
10	CCC1CN(C(=O)Nc2cc(Cl)ccc2C(=O)OC)c2ccccc2S1 (stereo not given)	2%	9%	/
11	Cc1ccc(S(=O)(=O)N(Cc2cc3ccccc3[nH]c2=O)c2cccc(C)c2)cc1	1%	14%	10%
12	Cc1ccc(S(=O)(=O)N2CCN(c3ncnc4c3cnn4-c3ccccc3)CC2)cc1	4%	2%	8%
13	COc1ccccc1Oc1nc(C)c(C(C)=O)cc1C#N	6%	1%	4%
14	COc1ccc(CCNC(=O)CN(c2ccccc2)S(C)(=O)=O)cc1	0%	2%	25%
15	COCCC(=O)N1CCC(Oc2ccc(C(=O)NC3CCCCC3)cc2)CC1	/	1%	-1%
16	CC1=C([N+](=O)[O-])C(c2ccc(Cl)cc2)NC(=O)N1C (stereo not given)	/	-13%	-4%
17	CCn1c(=O)c([N+](=O)[O-])c(N2CCOCC2)c2ccccc21	-3%	1%	3%
18	Cc1cc2c(cc1S(=O)(=O)NCc1ccc(Cl)cc1)OCC(=O)N2	/	-7%	-6%
19	CNS(=O)(=O)c1ccc(C(=O)NCC(=O)NC(C)c2cccs2)cc1 (stereo not given)	1%	-5%	/
20	COCCN=C1Sc2nc3c(C)cccc3cc2CN1Cc1ccco1	-2%	-5%	-15%
21	COc1cccc(-c2cc3c(=O)n(-c4ccccc4)c(=S)[nH]c3s2)c1	9%	6%	?
22	CC(=O)c1cnc2nc(SCc3ccccc3)nn2c1C	/	-4%	-10%
23	Cc1ccc(-c2nn(-c3ccccc3)cc2C(=O)NCCCN2CCOCC2)cc1	5%	24%	-27%
24	Cc1ccc(/C=N/NC(=O)c2cc(C3CC3)nc3ccccc23)o1	5%	4%	3%
25	CNc1sc(C(=O)c2ccc(F)cc2)c(N)c1-c1nc2ccccc2s1	12%	13%	10%
26	NS(=O)(=O)c1ccc(NC(=O)CSc2nnc(NC3CC3)s2)cc1	14µM*	-2%	1%
27	CC(=O)NC1C(Oc2ccc(C=O)cc2)OC(COC(C)=O)C(OC(C)=O)C1OC(C)=O (stereo not given)	-1%	6%	0%
28	CSc1ccccc1C(=O)Nc1ccc(S(=O)(=O)NC2=NCCCCC2)cc1	1%	-17%	/
29	CCCS(=O)(=O)N1CCC(C(=O)NCCN2CCCC2)CC1	1%	3%	2%
30	CC(C(=O)O)N1C(=O)CSC1=S (stereo not given)	-10%	-10%	-11%

Reformatted with each value named: 2 of the compounds above
(1) O=C(CN1CCC(O)(c2ccc3c(c2)OCO3)CC1)NC1CCCCC1
- TDP1 inh = 4%
- FEN1 inh = -1%
- N370S GC = -2%

(2) CC(=O)c1ccc(N2C(=NC(=O)C3CCCO3)SC3CS(=O)(=O)CC32)cc1 (stereo not given)
- TDP1 inh = 4%
- FEN1 inh = 15%
- N370S GC = 3%

Continued:
entry	structure	TDP1 inh	FEN1 inh	N370S GC
31	O=C1CN(C(=O)C2CCCCC2)C(c2ccccc2)c2cc(F)ccc2N1 (stereo not given)	3%	-13%	/
32	O=C(CSc1ccccn1)Nc1ccc2c(c1)OCCO2	1%	-1%	-10%
33	COCCNC(=O)c1oc2ccc3c(c2c1C)C(O)CC(C)(C)O3 (stereo not given)	/	0%	-7%
34	Cc1ccc(C)c2[nH]c(=O)c(CCNS(=O)(=O)c3ccccc3)cc12	1%	-18%	1%
35	CCC(c1nnnn1C(C)C)N1CCN(C2CCCC2)CC1 (stereo not given)	6%	3%	-7%
36	CCOC(=O)/C(=N/Nc1ccccc1OC)N1CCCc2ccccc21	7%	4%	0%
37	CN(C(=O)c1ccccc1)c1nccnc1C#N	4%	-1%	-8%
38	CN(C)c1ccc(C2(c3ccc(N(C)C)cc3)OC(=O)c3cc(N)ccc32)cc1	/	5%	-2%
39	COc1ccc(CCNC(=O)c2cccc(Nc3nc4ccccc4nc3-n3nc(C)cc3C)c2)cc1OC	-2%	11%	/
40	Cc1c(N)c(=O)n(-c2ccccc2)n1C	9%[56.1 µM]	0%	1%
41	CC[N+](CC)(CC)CCOc1ccc(/C=C/c2ccccc2)cc1	6%	8%	?
42	CC(C)n1nnnc1SCC(=O)NCCc1ccccc1	0%	-4%	3%
43	CCOC(=O)c1c(NC(=O)c2ccc(S(=O)(=O)N(CCOC)CCOC)cc2)sc2c1CC(C)(C)NC2(C)C	5%	-24%	/
44	COc1cccc([C@@H]2Oc3ccc(OC)cc3C[C@H]2OC(=O)NCc2ccco2)c1	3%	/	-5%
45	COc1ccc(C(=O)Nc2cccnc2Sc2ccc(Cl)cc2)cc1	-10%	1%	7%
46	CSCC[C@H](NC(=O)N1CCn2c1nc1ccccc12)C(=O)NCc1ccc(F)cc1	1%	-6%	-7%
47	COc1ccc(-n2cc(C(=O)NCCc3ccc(C)cc3)c3ccccc3c2=O)cc1	4%	-15%	/
48	COc1ccc2[nH]cc(CCNc3ncnc4ccc(-c5ccccc5C#N)cc34)c2c1	12%[56.1 µM]	/	-4%
49	NC(=O)N1CC(O)CC1C(=O)Nc1ccc(Cl)c(Cl)c1 (stereo not given)	-2%	1%	-16%[2.35 µM]
50	CC(C)C(=O)NS(=O)(=O)c1ccc(NS(C)(=O)=O)cc1	2%	6%	3%
51	COc1ccc(NC(=O)c2ccc3c(c2)OCO3)cc1S(=O)(=O)N1CCOCC1	1%	34%[activator]	/
52	CC(CN1CCN(C)CC1)OC(=O)c1ccccc1 (stereo not given)	0%	3%	5%
53	COc1ccc(-c2cc(=O)oc3c(C)c(OCC(=O)NCC4CCC(C(=O)O)CC4)ccc23)cc1 (stereo not given)	/	-1%	-8%
54	O=C(COC(=O)/C=C/c1ccccc1[N+](=O)[O-])NC(=O)NC1CCCC1	-2%[0.505 µM]	-10%	-8%
55	C[C@]12c3[nH]c4cc(-c5ccco5)ccc4c3CCN1C(=O)[C@@H](CC(=O)NCc1cccc(C(F)(F)F)c1)C[C@@H]2C(=O)N1CCOCC1	5%[56.1 µM]	1%	/
56	O=C(Cc1ccccc1)N/N=C/c1ccc([N+](=O)[O-])s1	-7%	0%	1%
57	CCc1cc(=O)oc2cc(C)cc(OC(C)C(=O)NCc3ccncc3)c12 (stereo not given)	5%	-11%	8%
58	Cc1ccc(S(=O)(=O)N2CCOCC2)cc1NC(=O)COC(=O)CNC(=O)c1ccc(Oc2ccccc2)cc1	5%	-10%	7%
59	O=C(N/N=C/c1ccsc1)c1cc(-c2cccs2)nc2ccccc12	-2%	0%	-9%
60	CSc1nc(Cl)cc(=O)[nH]1	/	4%	-2%
61	Cc1cc(C(=O)CSc2nnc(-c3ccco3)o2)c(C)n1CC1COc2ccccc2O1 (stereo not given)	-5%	13%	-5%
62	CC1CCCCC1N1CN=C(Nc2nc3ccccc3s2)NC1 (stereo not given)	2%	-6%	4%
63	O/N=C/c1ccc2ccccc2n1	/	-1%	-14%
64	NC(=O)CN(c1ccc(Cl)cc1)S(=O)(=O)c1ccccc1	8%	4%	?
65	c1coc(-c2nnc(-c3ccc4c(c3)OCO4)o2)c1	0%	/	-2%
66	COc1cc(NC(=S)NC(=O)c2ccc(F)cc2)ccc1NC(=O)c1ccco1	3%	9%	-4%
67	O=C(CSc1nc2nc[nH]c2c(=O)[nH]1)NC1CCCCC1	3%	-3%	1%
68	Cc1ccc(NC(=O)COc2coc(CN3c4ccccc4CC3C)cc2=O)c(C)c1 (stereo not given)	1%	-1%	-17%
69	O=C(NCc1ccccc1)C1C(=O)N(Cc2ccccc2)C(=O)C1C1(O)CCCC1 (stereo not given)	-1%	5%	1%
70	CC1CC(C)CN(C(=O)Cn2cc(C=O)c3ccccc32)C1 (stereo not given)	0%	-9%	-5%
71	COc1ccc2ccccc2c1/C=N/NC(=O)c1ccc([N+](=O)[O-])cc1	/	5%	-6%
72	Oc1ccc(Br)cc1/C=N/Nc1ncc(-c2ccccc2)cn1	0%	-3%	-1%
73	CCOc1ccc(-c2nc(C#N)c(NCCCOC)o2)cc1	8%	8%	/
74	CC(C)c1ccc(S(=O)(=O)N2CCN(C(=O)CCNS(=O)(=O)c3ccccc3F)CC2)cc1	/	-7%	-2%
75	CCCOc1ccc(N2C(=O)CC(N3CCN(CCN=CC4C(=O)CC(C)(C)CC4=O)CC3)C2=O)cc1 (stereo not given)	5%	-9%	7%
76	Cc1ccc(CNC(=O)Cn2ccn(-c3ccc(F)cc3)c(=O)c2=O)cc1	3%	0%	/
77	C/C(=C\C(=O)c1ccc(C)o1)Nc1ccc(C(=O)O)cc1C	-7%	6%	-8%
78	COC(=O)CN1C(=O)[C@H]2[C@@H](c3ccc(C)o3)N3C(=O)CN(Cc4ccc(-c5ccccc5)cc4)C(=O)[C@@]3(C)[C@H]2C1=O	/	14%	-4%
79	O=C(O)c1cc(NC(=O)C2CCCO2)cc(C(=O)O)c1 (stereo not given)	/	-4%	-2%
80	Cn1nnc(NC(=O)CSc2nnnn2-c2ccc(F)cc2)n1	5%	-3%	0%
81	Cc1ccc(-c2nc3cc(NC(=O)c4cc(Br)ccc4Cl)ccc3o2)cc1	-5%[12.3 µM]	-22%	/
82	Cc1cc(NC(=O)c2ccccc2-c2ccccc2C(=O)O)no1	3%	-2%	7%
83	COCc1ccc(C(=O)N2CCCC(C(=O)c3ccc(Cl)cc3C)C2)o1 (stereo not given)	2%	11%	0%
84	CC(C)C[C@@]12C(=O)N(c3cccc(Br)c3)C(=O)N1[C@H](c1ccc(Cl)cc1)[C@@H]1C(=O)N(C3CCCCC3)C(=O)[C@@H]12	2%	10%	4%
85	COCCn1c(SCC(=O)Nc2nnc(C)s2)nnc1-c1c[nH]c2ccccc12	3%	0%	-6%
86	CSc1ncc(Cl)c(C(=O)Nc2cccc(Cl)c2)n1	/	10%	-10%
87	O=C(COc1ccccc1)N1CCN(S(=O)(=O)c2cccs2)CC1	0%	3%	1%
88	O=C(Nc1cccnc1)c1cccc([N+](=O)[O-])c1	/	-3%	-11%
89	COC(=O)C1=C(C)N(Cc2ccccc2)C2=C3C(=O)CCCC3[C@@](O)(C(=O)OC)C(=O)N2C1c1ccccc1 (stereo not given in full)	7%&7%[21 µM]	/	-4%&6%[12.8 µM]
90	Cc1onc(-c2ccccc2)c1-c1csc(N/N=C/c2ccccc2)n1	8%	-18%	-17%

The listing continues.
entry	structure	TDP1 inh	FEN1 inh	N370S GC
91	COc1cccc(OC)c1C(=O)NC(=S)Nc1ccc(S(=O)(=O)Nc2nccs2)cc1	8%	-4%	3%
92	O=C(OCc1ccccc1F)c1ccc(-c2nnn(Cc3ccccc3)n2)cc1	-1%	5%	/
93	Oc1sc(C=Nc2ccc(F)cc2)c2ccccc12	0%	?	-9%
94	CCOC(=O)C(C)(C)N(Cc1ccc(C)cc1)S(=O)(=O)c1ccc(Cl)c([N+](=O)[O-])c1	6%	-8%	3%
95	O=C(Cn1nnc2ccccc21)c1ccc(Br)cc1	5%	2%	15%
96	CC(=O)c1c(C)[nH]c(C(=O)NC2=NCCS2)c1C	8%	-8%	2%
97	CCOc1ccc(OCc2ccc(C(=O)NC(C)C)o2)cc1	/	16%	-3%
98	O=C(Nc1ccccc1NC(=O)C1CCCO1)c1ccco1 (stereo not given)	0%	-9%	-9%

Arranged by value in N370S GC (rising): 5 of the compounds above.
entry	structure	TDP1 inh	FEN1 inh	N370S GC
98	O=C(Nc1ccccc1NC(=O)C1CCCO1)c1ccco1 (stereo not given)	0%	-9%	-9%
97	CCOc1ccc(OCc2ccc(C(=O)NC(C)C)o2)cc1	/	16%	-3%
96	CC(=O)c1c(C)[nH]c(C(=O)NC2=NCCS2)c1C	8%	-8%	2%
91	COc1cccc(OC)c1C(=O)NC(=S)Nc1ccc(S(=O)(=O)Nc2nccs2)cc1	8%	-4%	3%
95	O=C(Cn1nnc2ccccc21)c1ccc(Br)cc1	5%	2%	15%
